Compound activity: PubChem, several laboratories
HDAC3 inh – human HDAC3 inhibition; recombinant HDAC3, fluorogenic peptide/trypsin coupled, fluorescence; AID 2718; O15379; inhibition, % at 8.3 µM; 320,000 compounds, 0.15% hits; in the data active = inhibition above about 26%, passing the limit was not always enough; inconclusive = no clear call, values can overlap the other calls
Target sequence (O15379 whole entry, looked up): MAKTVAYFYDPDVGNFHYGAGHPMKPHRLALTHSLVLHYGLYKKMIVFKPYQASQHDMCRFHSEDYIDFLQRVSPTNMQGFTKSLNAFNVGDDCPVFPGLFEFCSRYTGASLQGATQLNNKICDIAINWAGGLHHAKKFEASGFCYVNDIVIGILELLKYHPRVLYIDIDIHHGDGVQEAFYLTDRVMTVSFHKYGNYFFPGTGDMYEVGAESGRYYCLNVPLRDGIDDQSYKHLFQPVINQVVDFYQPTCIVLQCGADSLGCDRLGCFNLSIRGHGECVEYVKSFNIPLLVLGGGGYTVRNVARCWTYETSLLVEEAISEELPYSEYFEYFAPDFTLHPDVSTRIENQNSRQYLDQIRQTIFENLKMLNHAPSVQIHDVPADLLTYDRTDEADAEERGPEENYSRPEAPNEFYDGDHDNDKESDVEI
KCNK9 inh – inhibitors of human KCNK9 two-pore domain potassium channel | Q9NPC2 | HEK293 KCNK9, FluxOR thallium flux fluorescence; active compounds read low | B-score at 10 µM | 310,000 compounds, 1.2% hits | AID 488922;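 active = ratio B-score over 3 SD below the library mean, with starting fluorescence within 5 SD of its mean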;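 note: negative B-score means less thallium flux so channel inhibition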
KCNQ1 block – human KCNQ1 channel inhibition; AID 2642; 310,000 compounds, 1.3% hits; CHO-K1 KCNQ1, FluxOR thallium flux fluorescence; active compounds read high; B-score at 10 µM; P51787;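 active = compounds whose thallium flux B-score, printed positive for inhibition, exceeds three library SD while starting fluorescence stays within three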;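 note: channel opened by potassium depolarization with thallium stimulus after 20 min compound exposure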
TRPC4 potent – allosterically enhances the mouse TRPC4 cation channel | HEK293 TRPC4beta/mu-opioid, DAMGO EC20, Fluo-4 Ca2+ flux; active compounds read high | B-score at 10 µM | 310,000 compounds, 0.42% hits | AID 2227;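 active = B-score of calcium response area above 5 SD of library B-scores, with initial fluorescence ratio within 5 SD of library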;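 note: B-score of integrated fluorescence ratio over time as area under calcium response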
KCNQ1 act – human KCNQ1 channel potentiation or activation; P51787; CHO-K1 KCNQ1, thallium flux FluxOR fluorescence; active compounds read high; B-score at 10 µM; 310,000 compounds, 0.35% hits; AID 2648;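 active = fluorescence ratio B-score, a plate-corrected score, at least three library SD, with initial intensity B-score within 5 SD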
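Schedule – 37 °C overnight plating, 90-min dark dye load, 20-min compound pretreatment · System – stable KCNQ1 CHO-K1 line · Probe or stimulus – thallium- and potassium-containing depolarizing buffer · Measured by – kinetic FluxOR fluorescence, 10 s baseline plus 110 s post-stimulus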
TRPC4 act – TRPC4 (mouse) channel activation | Q9QUQ5 | HEK293 TRPC4beta/mu-opioid, Fluo4 calcium fluorescence; active compounds read high | B-score at 10 µM | 310,000 compounds, 0.49% hits | AID 2237;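 active = B-score above 5 SD of library B-scores, and initial fluorescence ratio not above library mean plus 5 SD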;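 note: positive B-score marks a calcium rise read as TRPC4 activation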
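Technique: kinetic Fluo4 calcium fluorescence; Test system: TRPC4beta and mu-opioid receptor HEK293 stable cells; Measure: B-scored integrated calcium fluorescence ratio; Benchmarks: low control buffer alone, high control maximal DAMGO; Schedule: 45 min room-temperature Fluo4 loading, 110 s read.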
DYRK1A inh – blocks rat Dyrk1A kinase activity; 310,000 compounds, 0.43% hits; Q63470; AID 504441; inhibition, % at 12.5 µM; ADP-Glo luminescence, NFATc1 peptide; in the data active = inhibition above about 50%;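 note: plate controls were vehicle with enzyme for no effect and no enzyme for full effect; many of its hits are not listed in these tables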
TMEM16A act – mouse TMEM16A channel activation, primary screen. HEK293 TMEM16A/YFP-H148Q/I152L, iodide quench fluorescence; active compounds read low. B-score at 10 µM. 340,000 compounds, 0.3% hits;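 active = fluorescence-ratio B-score plate-corrected deviation score at least 3 library SD below zero, with starting fluorescence score within 5 deviations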;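 note: channel opened by trigger with iodide after compound preincubation; score built on the fluorescence ratio of max minus min over baseline; more negative score means more quench and so TMEM16A activation or potentiation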
hERG rescue – hERG (human) protection from proarrhythmic block | Q12809 | CHO-hERG, FluxOR thallium flux, dofetilide IC70 present | activation (rescue from dofetilide block), less the hit threshold, % at 10 µM | 310,000 compounds, 0.51% hits | AID 1511;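 active = activation above the mean of controls blocked by dofetilide plus 5 SD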;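 note: thallium influx through hERG after potassium depolarization seen as dye fluorescence rise; in these data hits start at about 4.7%; inactives centre near -7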
ANO1 block – blocks the mouse calcium-activated chloride channel TMEM16A; 310,000 compounds, 1.2% hits; HEK293 TMEM16A/YFP iodide influx fluorescence, ionomycin; normalized B-score (activity score, 25-100; higher = stronger inhibition) at 10 µM; AID 588511;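 active = ratio plate-corrected score three or more library SD toward inhibition, starting fluorescence score within five deviations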;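 note: score derived from kinetic fluorescence span divided by baseline fluorescence per well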
KCNK3 inh – human KCNK3 channel inhibition, primary screen; 340,000 compounds, 0.84% hits; CHO-KCNK3 thallium flux, FluxOR fluorescence; active compounds read low; AID 602410; B-score at 10 µM;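 active = B-score under library mean minus 4 SD, starting fluorescence ratio at most library mean plus 5 SD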;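 note: more negative B-score means stronger inhibition of thallium flux through KCNK3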
Target sequence (O14649 whole entry, looked up): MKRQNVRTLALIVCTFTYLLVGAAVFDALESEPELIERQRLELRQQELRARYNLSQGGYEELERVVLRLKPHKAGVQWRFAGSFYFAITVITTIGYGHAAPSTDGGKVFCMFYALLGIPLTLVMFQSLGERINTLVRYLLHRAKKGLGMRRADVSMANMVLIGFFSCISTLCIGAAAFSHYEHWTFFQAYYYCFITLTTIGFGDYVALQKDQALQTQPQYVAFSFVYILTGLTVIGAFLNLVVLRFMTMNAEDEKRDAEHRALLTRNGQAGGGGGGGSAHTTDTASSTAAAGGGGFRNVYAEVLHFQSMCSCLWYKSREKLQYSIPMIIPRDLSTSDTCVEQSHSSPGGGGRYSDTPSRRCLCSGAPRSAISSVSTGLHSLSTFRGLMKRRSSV
Active calls of the source: *; i = inactive; ? = inconclusive; / = no result given. An excerpt. The share of hits here may be higher or lower than overall.

Results follow in this order: HDAC3 inh, KCNK9 inh, KCNQ1 block, TRPC4 potent, KCNQ1 act, TRPC4 act, DYRK1A inh, TMEM16A act, hERG rescue, ANO1 block, KCNK3 inh
CCn1c(SCC(=O)Nc2ccccc2)nc2ccccc2c1=O
    -6.9, i, i, i, i, i, -5.6, i, -14.2, i, i
O=C(NCc1ccc2c(c1)OCO2)C1CCC(CNc2c(N3CCCC3)c(=O)c2=O)CC1 (configuration not stated)
    6.2, i, i, i, i, i, 3.7, i, -5.3, i, i
Cc1ccc(Cn2nc(C)c(NC(=O)c3cc(-c4ccco4)on3)c2C)cc1
    2.0, i, i, i, i, i, 0.8, i, -10.9, i, i
COc1ccccc1C(=O)O/N=C(\N)c1ccccn1
    -0.3, i, i, i, i, i, /, i, -7.5, i, i
O=C(NCCN1CCCC(O)C1)c1cc(COc2ccc(F)cc2Cl)on1 (configuration not stated)
    -2.0, i, i, i, i, i, /, i, -3.9, i, i
O=C(c1cccc(S(=O)(=O)N2CCOCC2)c1)N1CCCC1
    -2.8, i, i, i, i, i, 2.0, i, -10.1, i, i
CN(C)C1(CNC(=O)CC(NC(=O)c2ccccc2Cl)c2ccccc2)CCCCC1 (configuration not stated)
    6.8, i, i, i, i, 44*, -1.4, i, -2.1, i, i
CC1CCN(C(=O)Cn2nnc(-c3cccs3)n2)CC1
    11.0, i, i, i, i, i, -1.9, i, -20.0, i, i
COc1ccc(/C=C2/SC(=S)N(CC(=O)O)C2=O)cc1OCc1ccc(Cl)cc1
    8.1, i, i, i, i, i, -0.3, i, -1.2, i, i
COc1cc(/C=C(\NC(=O)c2ccccc2)C(=O)NCC(=O)O)c([N+](=O)[O-])cc1OC
    2.3, i, i, i, i, i, -12.0, i, -2.9, i, i
CN(C[C@H](Cc1ccccc1)N(C[C@H](Cc1cccc2ccccc12)N(CCc1ccccc1)N=O)N=O)N=O
    3.8, i, i, i, i, i, 5.4, i, -5.0, i, i
Cc1ccc(S(=O)(=O)n2[nH]c(=O)cc2N)cc1
    -3.0, i, i, i, i, i, /, i, -5.5, i, i
O=C(CSc1nnc(-c2ccncc2)n1CC1CCCO1)NCc1ccccc1 (configuration not stated)
    6.6, i, i, i, i, i, -2.0, i, -7.3, i, i
O=C(CC1CCCC1)Nc1nnc(C2CC2)s1
    0.5, i, i, i, i, i, -1.1, i, -6.5, i, i
CN1CCC(=NNC(=O)CSCc2ccccc2)CC1
    6.2, i, i, i, i, i, 3.7, i, -4.2, i, i
O=C(NCC1COc2ccccc2O1)C1CCC(CNc2c(N3CCCCC3)c(=O)c2=O)CC1 (configuration not stated)
    7.1, /, /, /, /, /, -0.1, i, /, i, i
O=c1c2ccccc2oc2nc(-c3ccco3)n(Cc3ccccc3)c(=O)c12
    7.4, i, i, i, i, i, -8.2, i, -2.2, i, i
COc1ccc(C2C=C(C)Nc3nc(SC)nn32)cc1 (configuration not stated)
    -55.8, i, i, i, i, i, 3.7, i, -11.2, i, i
Clc1ccc(/C=N/Nc2nnc(Cl)c3ccccc23)cc1
    -2.9, i, i, i, i, i, /, i, -4.3, i, i
COc1cc(C(C)=O)ccc1OCC(O)CN1CCN(c2ccc(C)cc2C)CC1 (configuration not stated)
    1.1, i, i, i, i, i, -5.6, i, -1.8, i, i
COc1ccc(CN2CCC(CO)(CCOc3ccccc3)CC2)c(OC)c1C
    5.7, i, i, i, i, i, -6.5, i, -7.2, i, i
O=C(COC(=O)c1cccnc1Nc1cccc(C(F)(F)F)c1)NC1CCS(=O)(=O)C1 (configuration not stated)
    3.3, i, i, i, i, i, 1.2, i, -14.0, i, i
CCOC(=O)COc1nc(OC)nc(N2CCOCC2)n1
    0.1, i, i, i, i, i, -3.1, i, -9.3, i, i
CCOC(=O)Cc1c(C)[nH]n(-c2ccccc2)c1=O
    2.1, i, i, i, i, i, /, i, -8.0, i, i
O=C(NCCS(=O)(=O)N1CCN(c2ccccc2F)CC1)c1cc(=O)c2ccccc2o1
    16.2, i, i, i, i, i, -2.9, i, -13.7, i, i
CCC(=O)N1CCc2cc(S(=O)(=O)CCC(=O)Nc3ccc(OC)c(OC)c3)ccc21
    -4.1, i, i, i, i, i, -0.2, i, -10.4, i, i
Cc1cccn2c(=O)c3cc(C(=O)NCCN4CCOCC4)c(=N)n(Cc4cccnc4)c3nc12
    -102.1, i, i, i, i, i, 2.2, i, -14.0, i, i
COc1ccc(CCNC(=O)CCn2c(=O)c3ccccc3n(CC(=O)NCC3CCCO3)c2=O)cc1OC (configuration not stated)
    ?, i, i, i, i, i, -2.7, i, -5.7, i, i
Cc1ccc(S(=O)(=O)c2cc3ccccc3oc2=Nc2ccc3c(c2)OCCO3)cc1
    0.2, i, i, i, i, i, 0.3, i, -8.7, i, i
CCOC(=O)Cc1csc(NC(=O)c2ccc(S(=O)(=O)N3CCCCC3)cc2)n1
    3.4, i, i, i, i, i, 1.4, i, -15.8, i, i
CC(=O)Nc1ccc(C(=O)OCc2ccc(F)cc2Cl)cc1
    0.0, i, i, i, i, i, -2.2, i, -8.5, i, i
O=C(CN1C(=O)NC2(CCCC2)C1=O)N1CCN(S(=O)(=O)c2ccccc2Br)CC1
    -15.2, i, i, i, i, i, -1.0, i, -9.3, i, i
Cc1ccc2nc(NC(=O)Cn3cc4c(n3)CCCCC4)sc2c1
    1.1, i, i, i, i, i, 1.9, i, -5.2, i, i
O=C(Cn1cnc2ccccc21)N/N=C/c1cccnc1
    5.5, i, i, i, i, i, -2.5, i, -5.6, i, i
COc1ccccc1CCc1nnc(CCC(=O)NC(C)Cn2nc(C)cc2C)o1 (configuration not stated)
    -2.2, i, i, i, i, i, -2.0, i, -6.3, i, i
O=C(CCCN1C(=O)/C(=C/c2ccc(F)cc2)SC1=S)NCCCn1ccnc1
    -2.1, i, i, i, i, i, 0.1, i, -13.7, i, i
CC(=O)N(CN1C(=O)C2C3C=CC(C3)C2C1=O)c1cccc(Cl)c1 (configuration not stated)
    -5.2, i, i, i, i, i, -3.1, i, -11.5, i, i
COc1ccc(OC)c2c1C(=O)c1ccccc1C2=O
    2.3, i, i, i, i, i, /, /, -42.7, i, /
COc1ccc(-c2csc(NC(CO)c3nc4ccccc4n3CCOCCO)n2)cc1 (configuration not stated)
    7.4, i, i, i, i, i, 8.6, i, -3.1, i, i
COc1ccc(C(=O)N2CCCC(CO)(Cc3ccccc3C)C2)o1 (configuration not stated)
    5.3, i, i, i, i, i, 0.0, i, -11.0, i, i
CCOc1ccc(/C=N/NC(=O)C(OC)c2ccccc2)cc1 (configuration not stated)
    -3.2, i, i, i, i, i, -3.0, i, -9.7, i, i
CCOC(=O)C(CC)Sc1nnc2n1C(C)(C)Cc1ccccc1-2 (configuration not stated)
    4.2, i, i, i, i, i, 0.8, i, -5.8, i, i
CCOc1ccccc1NC(=O)c1nnn(-c2ccc3c(c2)OCCO3)c1N
    11.0, i, i, i, i, i, -4.5, i, -7.4, i, i
O=c1c(Cc2ccc(F)cc2)c(O)ccn1CCCn1ccnc1
    -4.9, i, i, i, i, i, 4.9, i, -13.7, i, i
N#Cc1c(-c2ccc(Cl)cc2)c2c([nH]c1=O)-c1ccccc1OC2
    -11.3, i, i, i, i, i, /, i, -10.1, i, i
O=c1[nH]c2ccc(NCc3ccc(OCc4ccccc4Cl)cc3)cc2[nH]1
    -0.5, i, i, i, i, i, 3.2, i, -7.7, i, i
CC(C)C(OC(=O)c1ccco1)C(=O)NCc1cccs1 (configuration not stated)
    1.4, i, i, i, i, i, 2.4, i, -7.7, i, i
CCOCCCNC(=O)C(c1ccc(C)cc1)N(Cc1ccc2c(c1)OCO2)C(=O)c1cnccn1 (configuration not stated)
    1.0, i, i, i, i, i, 5.2, i, -4.5, i, i
Cc1ccccc1Oc1nc2c(C)cccn2c(=O)c1/C=C(\C#N)C(=O)NC1CCS(=O)(=O)C1 (configuration not stated)
    -6.6, i, i, i, i, i, 5.3, i, -10.7, i, i
CC(C)CN(C(=O)c1ccc2c(c1)OCO2)C1CCS(=O)(=O)C1 (configuration not stated)
    -7.1, i, i, i, i, i, 5.4, i, -10.2, i, i
CCCC(=O)N(CCc1ccccc1)Cc1nc2ccccc2c(=O)[nH]1
    0.8, i, i, i, i, i, -0.9, i, -6.8, i, i
CCN(CC(=O)NCc1ccc(F)cc1)C(=O)/C=C/c1ccc(OC)c(S(=O)(=O)NC(C)C)c1
    -4.3, i, i, i, i, i, 4.1, i, -3.7, i, i
O=C(COC(=O)c1ccccc1C(=O)N1CCN(c2ccccc2)CC1)Nc1ccccc1
    2.6, i, i, i, i, i, -8.9, i, -18.8, i, i
C=CCNc1nc(N(c2ccccc2)c2ccccc2)nc(-n2ccnc2)n1
    -1.2, i, i, i, i, i, 0.2, i, -6.2, i, i
COc1cc(OC)c(NC(=O)Cn2cnc3sc(C)c(S(=O)(=O)N4CCOCC4)c3c2=O)cc1Cl
    -1.3, i, i, i, i, i, -3.5, i, -4.3, i, i
COc1ccc(C(=O)NC(CC(=O)O)c2cc([N+](=O)[O-])ccc2Cl)c(SC)c1 (configuration not stated)
    -0.4, i, i, i, i, i, 0.9, i, -5.6, i, i
Cc1ccc2c(c1)N(S(=O)(=O)c1cc(-c3onc(C)c3C)ccc1C)CCO2
    8.4, -7.54*, 7*, i, i, i, -0.1, i, -9.9, i, -10.9*
CCOC(=O)c1cc(S(=O)(=O)NC2CCC(C)CC2)cn1C (configuration not stated)
    ?, i, i, i, i, i, -3.8, i, -2.2, i, i
O=S(=O)(NCc1ccco1)c1ccc(Cl)cc1Cl
    -11.8, i, i, i, i, i, -6.9, i, -6.8, i, i
Cc1cc(NC(=O)CSc2nc3ccccc3c(=O)n2CCCC(=O)NCc2ccccc2)n[nH]1
    4.5, i, i, i, i, i, 6.1, i, -6.5, i, i
Cc1ccc(OCC(=O)N(Cc2cccc(Cl)c2)C2CCS(=O)(=O)C2)cc1C (configuration not stated)
    0.8, i, i, i, i, i, -0.6, -40.1*, -7.8, i, i
